TbMetRS inhib – Trypanosoma brucei MetRS inhibition; purified T. brucei MetRS, ATP depletion, Kinase-Glo luminescence; inhibition, % at 11.9 µM; 360,000 tested, 0.4% active; AID 624268;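 active means inhibition above a per-plate cutoff of the control wells' mean inhibition plus 3 SD, cut at about 5.5% in these data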;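 further: 0% = DMSO wells median and 100% = median of wells with control inhibitor compound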
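Assay system: T. brucei methionyl-tRNA synthetase, purified | Medium: HEPES buffer with MgCl2, KCl, DTT, spermine, BSA, pyrophosphatase | Compound: 11.9 µM single point | Incubation: 15 min enzyme-compound preincubation, 2 h reaction, 10 min detection, 25 °C | Measured by: Kinase-Glo luciferase luminescence reporting remaining unconsumed ATP | Measure: % inhibition normalized to control-well medians | Replication: Singlicate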
SUMO1 PPI mod – SUMO1-SIM interaction modulation; AID 602429; P63165; SUMO1 binding to a labelled peptide, TR-FRET, 1 h; 360,000 tested, 0.33% active; inhibition, % at 20 µM; in the data active means inhibition above about 37%
Target sequence (P63165 whole entry, looked up): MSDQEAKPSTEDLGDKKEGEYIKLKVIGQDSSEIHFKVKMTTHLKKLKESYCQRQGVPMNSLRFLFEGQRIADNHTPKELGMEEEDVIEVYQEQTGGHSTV
NRP1-CendR mod – alters CendR peptide binding to human NRP-1; AID 602438; FAM-RPARPAR peptide binding to NRP-1, fluorescence polarization; inhibition, % at 25 µM; 360,000 tested, 0.85% active;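 active means inhibition or corrected inhibition above about 18%, plus a signal ratio from 0.5 to 1.5, limit read from the data, passing the limit was not always enough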; further: strong numbers were not always called active
MsrA inhibitor – inhibitors of bovine MsrA | purified bovine MsrA, absorbance read-out | inhibition, % at 15.5 µM | 360,000 tested, 0.75% active | AID 651718; in the data active means inhibition above about 4.5%;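 further: 0% = vehicle wells with enzyme and 100% = reference inhibitor wells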
STEP inh – blocks human striatal-enriched tyrosine phosphatase. P54829. recombinant STEP, OMFP fluorogenic substrate, fluorescence. inhibition, % at 20 µM. 360,000 tested, 0.25% active;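 active means inhibition at 20 µM, scaled per plate between control wells, above about 37%, limit read from the data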;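 further: 0% = DMSO with enzyme and substrate and 100% = substrate only without enzyme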
Target sequence (P54829 whole entry, looked up): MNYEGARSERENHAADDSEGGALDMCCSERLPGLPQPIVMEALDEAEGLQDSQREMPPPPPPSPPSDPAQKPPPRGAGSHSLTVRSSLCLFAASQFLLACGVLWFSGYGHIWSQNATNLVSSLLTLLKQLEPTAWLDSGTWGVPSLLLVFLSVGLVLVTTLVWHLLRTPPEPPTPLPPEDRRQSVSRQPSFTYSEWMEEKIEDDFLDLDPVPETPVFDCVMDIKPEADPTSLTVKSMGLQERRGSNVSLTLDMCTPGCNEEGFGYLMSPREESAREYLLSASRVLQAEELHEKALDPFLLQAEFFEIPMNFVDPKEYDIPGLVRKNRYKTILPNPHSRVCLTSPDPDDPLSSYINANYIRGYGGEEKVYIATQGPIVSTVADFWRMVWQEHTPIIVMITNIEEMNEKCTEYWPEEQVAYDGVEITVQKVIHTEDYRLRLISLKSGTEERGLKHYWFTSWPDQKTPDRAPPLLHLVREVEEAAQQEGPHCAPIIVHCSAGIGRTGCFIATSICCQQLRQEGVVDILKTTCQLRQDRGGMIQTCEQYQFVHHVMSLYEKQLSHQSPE
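Material: STEP (striatal-enriched tyrosine phosphatase) enzyme, cell-free | Medium: 50 mM Bis-Tris pH 6.0 with 2.5 mM DTT and 0.005% Tween 20 | Read-out: Percent inhibition scaled to no-enzyme and uninhibited-enzyme controls, plate-pattern corrected | Signal: Fluorescence read at 480 nm ex / 540 nm em | Times: 20 min reaction, room temperature, in the dark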
LMPTP inh – blocks human LMPTP phosphatase | P24666 | inhibition, % at 20 µM | 360,000 tested, 0.22% active | recombinant LMPTP-A, OMFP fluorogenic substrate, fluorescence intensity;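 active means compounds that cut the enzyme signal by at least half of the control window in the single-dose screen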;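 further: plate controls were DMSO wells with enzyme plus substrate for no effect and substrate without enzyme for full effect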
Target sequence (P24666 whole entry, looked up): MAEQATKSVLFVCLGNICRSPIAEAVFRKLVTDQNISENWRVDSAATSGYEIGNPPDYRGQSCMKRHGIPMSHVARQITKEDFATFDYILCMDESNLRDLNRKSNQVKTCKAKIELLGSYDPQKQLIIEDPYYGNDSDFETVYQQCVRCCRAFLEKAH
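Buffer or medium: Bis-Tris pH 6.0, DTT, detergent; Assay system: LMPTP-A enzyme; Quantity: 0.625 nM enzyme; Detection: endpoint fluorescence intensity; Times: 50 min dark incubation at room temperature; Controls: substrate-only low control, DMSO enzyme-plus-substrate high control; Doses: single 20 µM dose; Read-out: percent inhibition versus substrate-only and uninhibited controls; Reagent: 400 µM OMFP.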
MsrA act – activators of bovine methionine sulfoxide reductase A; activation, % at 10.6 µM; 360,000 tested, 0.3% active; purified bovine MsrA, absorbance read-out; AID 602163; in the data active means activation above about 7.5%;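 further: 0% = vehicle and 100% = reference activator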
E coli Lon inh – inhibits E. coli Lon protease. P0A9M0. purified E. coli Lon protease, fluorescence polarization. inhibition, % at 7.94 µM. 360,000 tested, 0.42% active. AID 602123; in the data active means inhibition above about 13%, passing the limit was not always enough;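 further: 0% = enzyme with probe and DMSO and 100% = no enzyme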
Scp-1 inhibitor – inhibitors of human Scp-1 phosphatase; Q9GZU7; Recombinant Scp1, phosphopeptide, malachite green phosphate absorbance; inhibition, % at 20 µM; 340,000 tested, 0.88% active;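 active means inhibition above about 50% at 20 µM, limit read from the data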;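 further: plate controls were DMSO wells with enzyme for no effect and wells lacking enzyme for full effect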
Target sequence (Q9GZU7 76-261 limits assumed): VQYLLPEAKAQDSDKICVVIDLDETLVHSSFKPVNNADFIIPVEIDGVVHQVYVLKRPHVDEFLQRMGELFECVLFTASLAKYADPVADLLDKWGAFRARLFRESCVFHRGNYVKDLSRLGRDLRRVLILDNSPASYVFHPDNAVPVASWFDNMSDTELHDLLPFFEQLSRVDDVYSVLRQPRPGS
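System: truncated SCP-1 phosphatase (76-261aa); medium: Tris acetate buffer pH 5.5 with MgCl2 and Tween-20; incubation: 45 min room-temperature reaction, 5 min colour, 30 min stabiliser; compound: single 20 µM dose, 1% DMSO; reagent: Phosphorylated 17-residue peptide substrate; read-out: % inhibition at 20 µM; technique: colorimetric free-phosphate detection, absorbance 630 nm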
DNMT1 block – inhibitors of human DNMT1 | P26358 | DNMT1 molecular beacon, Hinp1I cleavage, fluorescence | inhibition (reported as % activation of signal), % at 10 µM | 360,000 tested, 0.83% active; in the data active means inhibition above about 50%
* marks the source's active call; other numbers are inactive results; / = not tested or not shown.

SMILES | TbMetRS inhib | SUMO1 PPI mod | NRP1-CendR mod | MsrA inhibitor | STEP inh | LMPTP inh | MsrA act | E coli Lon inh | Scp-1 inhibitor | DNMT1 block
COc1cc(C(=O)NCC(c2ccco2)N2CCc3ccccc32)cc(OC)c1OC (stereo unspecified) | -0.2 | 1.3 | -10.0 | 0.4 | 1.3 | 2.1 | -0.3 | -15.1 | 3.3 | -3.4
Cc1nnc2nc(-c3ccccc3)nc(-c3ccccc3)n12 | -0.4 | -10.7 | 4.9 | 1.6 | -0.3 | 0.8 | -4.3 | -0.7 | -7.7 | 2.2
COc1cc2c(cc1OC)C(COc1ccc3c(C)cc(=O)oc3c1)N(C(=O)c1ccco1)CC2 (stereo unspecified) | -0.6 | 5.9 | 0.8 | -0.2 | 1.6 | -0.2 | 0.0 | -4.8 | -10.3 | -0.8
COc1cccc(-c2noc(-c3cccs3)n2)c1 | -0.3 | 1.3 | 3.7 | 1.0 | 0.8 | 0.0 | 2.9 | -1.9 | -10.8 | -0.2
CS(=O)(=O)Nc1ccc2c(c1)C(=O)OC2 | -0.8 | -1.4 | -2.7 | -0.1 | 0.3 | -0.6 | -0.6 | -13.5 | -7.0 | 4.2
Cc1ccc(NC(=O)COC(=O)Cc2c[nH]c3ccccc23)cc1F | 0.3 | 5.2 | -12.7 | -0.9 | 0.4 | 1.8 | -2.4 | -0.5 | -7.8 | -6.3
c1cncc(-c2ccnc3ncnn23)c1 | -0.9 | -6.3 | -5.5 | 0.1 | -3.9 | -0.4 | -3.9 | 0.6 | -4.0 | 2.0
Cc1cc(C)nc(NC(=O)c2ccc(C)o2)n1 | -0.5 | -2.8 | 10.4 | -0.9 | -0.8 | -0.7 | -6.4 | 0.3 | -3.6 | 1.6
O=C(Cn1cnc2cc(Cl)ccc2c1=O)Nc1ccc2c(c1)OCO2 | -0.6 | 2.9 | -4.1 | -0.3 | -8.8 | 0.8 | -2.2 | -6.1 | 5.6 | -1.9
CCOc1ccc(Cl)cc1/C=N/NC(=O)CNC(=O)c1ccccc1 | 0.4 | -7.7 | -6.8 | 1.4 | 1.1 | 0.1 | -2.2 | -9.2 | -7.1 | -1.6
Cc1cc(Cl)ccc1OCC(=O)Nc1ccccc1C(=O)N1CCOCC1 | 0.6 | -2.6 | 2.3 | -1.0 | -3.0 | 0.0 | -0.9 | -3.6 | -4.8 | 1.8
O=C1NC(=S)N/C1=C\c1ccc(N2CCOCC2)cc1 | -0.1 | -10.1 | -36.0 | 1.0 | 2.4 | 0.0 | -3.5 | -22.1 | 1.0 | 1.9
CCN(c1ccccc1)S(=O)(=O)c1ccc(Cl)c(NC(=O)CSc2nnc(C)s2)c1 | -0.9 | 3.6 | 3.4 | -0.2 | 0.7 | -1.8 | -3.8 | 9.2 | -2.7 | -1.5
N#CCCn1c(-c2nonc2NC(=O)c2ccccc2Cl)nc2ccccc21 | -1.2 | -22.0 | -7.3 | 0.3 | 2.3 | 0.3 | -8.7 | -3.2 | -4.0 | 29.7
Cc1ccc(C)c(Cn2nnc3c(=O)[nH]c(C(=O)NCc4ccco4)nc32)c1 | 0.6 | 7.7 | -37.3 | -1.2 | 2.5 | 0.0 | -1.1 | 2.1 | -1.5 | 52.0*

2 entries from above, with tabs.
SMILES	TbMetRS inhib	SUMO1 PPI mod	NRP1-CendR mod	MsrA inhibitor	STEP inh	LMPTP inh	MsrA act	E coli Lon inh	Scp-1 inhibitor	DNMT1 block
N#CCCn1c(-c2nonc2NC(=O)c2ccccc2Cl)nc2ccccc21	-1.2	-22.0	-7.3	0.3	2.3	0.3	-8.7	-3.2	-4.0	29.7
Cc1ccc(C)c(Cn2nnc3c(=O)[nH]c(C(=O)NCc4ccco4)nc32)c1	0.6	7.7	-37.3	-1.2	2.5	0.0	-1.1	2.1	-1.5	52.0*

New compounds follow.
SMILES | TbMetRS inhib | SUMO1 PPI mod | NRP1-CendR mod | MsrA inhibitor | STEP inh | LMPTP inh | MsrA act | E coli Lon inh | Scp-1 inhibitor | DNMT1 block
CCCOc1ccccc1N/C(=N/c1nc(C)cc(C)n1)NC(=O)COc1ccc(OC)cc1 | -0.4 | -1.0 | -7.4 | 0.8 | 4.9 | 13.9 | -2.9 | 3.4 | 12.5 | -4.4
CN(CCC#N)C(=O)COc1ccc(Br)cc1Cl | 0.3 | -0.7 | -8.8 | -0.2 | -2.0 | -1.2 | -0.5 | 3.5 | 6.2 | -0.1
COc1ccc(OC)c2c1cc(C(=O)N[C@@H](C)C(=O)N[C@@H](C(=O)O)c1ccccc1)n2C | -0.5 | 5.3 | 1.3 | 0.3 | 2.8 | -0.6 | -5.8 | -11.0 | 10.4 | -9.1
COc1ccc(C(CNC(=O)c2cc(S(=O)(=O)Nc3cccc(C)c3)ccc2C)N2CCCC2)cc1 (stereo unspecified) | -0.6 | 24.1 | -4.5 | -0.2 | 1.6 | 1.4 | -8.8 | -1.3 | -0.1 | -0.3
CCC(c1nnnn1-c1c(C)cccc1C)N1CCN(c2cccc(C(F)(F)F)n2)CC1 (stereo unspecified) | -0.7 | -0.4 | -6.1 | 0.5 | / | 3.0 | -6.1 | -0.1 | / | /
Cc1cc(C)nc(NS(=O)(=O)c2ccc(N)cc2)n1 | -0.4 | 2.0 | -8.5 | 0.0 | -1.8 | -0.4 | -0.5 | -3.1 | -11.3 | -0.8
Cc1cnc(NC(=O)c2cc3c(C)nn(Cc4ccccc4Cl)c3s2)s1 | -0.5 | 0.1 | -0.7 | -2.1 | 0.2 | 3.4 | -2.7 | 1.7 | -11.8 | 23.7
CC(C)N(Cc1nc(-c2ccccc2)no1)C(=O)C(Cl)(Cl)Cl | -1.0 | -0.7 | -14.1 | 1.9 | 0.4 | 2.7 | -2.6 | -1.4 | -8.2 | 1.0
CCC(=O)Nc1sc(C(=O)Nc2ccccc2)c(C)c1C(=O)OC | -0.8 | -0.2 | 2.2 | 0.7 | 0.1 | 0.5 | -6.1 | 7.8 | -4.7 | 0.5
CCOc1ccc2c(c1)ncn2Cc1ccccc1 | -0.4 | -0.3 | -2.9 | 0.7 | -1.2 | -0.7 | -2.9 | -6.3 | -12.4 | -0.8
COC(=O)C(C)n1cnc2c(nnn2-c2cccc(OC)c2)c1=O (stereo unspecified) | -0.8 | 0.1 | 2.6 | 0.8 | -4.6 | -1.3 | -13.4 | -2.7 | -2.5 | 7.0
O=C(O)Cn1cc(/C=C2\SC(=O)N(c3ccccc3)C2=O)c2ccccc21 | 0.0 | -10.1 | -4.9 | -0.7 | -3.3 | -0.6 | -4.4 | -1.0 | -4.2 | -0.9
CCOc1ccc(CN(C)C(=O)CNC(=O)C2CCCCC2)cc1 | -1.0 | 3.3 | 6.7 | -1.1 | -1.2 | 0.6 | -11.9 | 13.3 | 0.7 | 5.1
Nc1cc(=O)[nH]c(SCc2ccc(Cl)cc2Cl)n1 | 2.5 | 4.4 | 0.4 | 0.4 | -0.6 | 0.7 | -2.4 | 0.8 | -7.3 | 1.2
O=C(NCCc1ccc(F)cc1)C1CCC(=O)N(CC2CCCCC2)C1 (stereo unspecified) | -0.2 | -5.0 | -9.8 | -0.3 | -1.8 | 0.2 | 1.4 | -7.0 | / | -6.7
CC(=O)OCCNc1cc(Sc2nc3ccccc3[nH]2)c2nonc2c1[N+](=O)[O-] | -1.0 | -17.4 | 1.9 | 2.6 | 2.0 | -1.2 | -25.0 | -6.1 | 13.0 | -1.9
O=C(CN(C(=O)CCC(=O)Nc1nccs1)c1cccc(F)c1)NCc1ccc(F)cc1 | -0.1 | 8.2 | 4.5 | -1.5 | 3.5 | -1.8 | 0.6 | 4.9 | -5.2 | 1.0
COc1ccc(CN2CCN(S(=O)(=O)c3ccc(NC(C)=O)cc3)CC2)cc1 | 0.1 | -11.8 | 3.5 | 0.6 | -0.6 | -1.7 | -4.1 | 3.3 | -4.1 | -1.4
CN(Cc1ccccc1)C(=O)c1ccc(NC(=O)Cc2ccc(NC(=O)C3CCN(C(=O)c4ccccc4)CC3)cc2)cc1 | -0.8 | 1.2 | -6.3 | -0.7 | -1.1 | 0.2 | -0.6 | -6.6 | -16.6 | -9.9
O=C(N/N=C/c1ccccc1)NC1CCCCC1 | -1.1 | -4.9 | 18.0 | -0.1 | -1.3 | -0.5 | -10.9 | -3.8 | 1.4 | -5.4
Cc1ccc(F)cc1C(=O)N1CCOCC1c1cc(C(=O)NCc2ccccc2)no1 (stereo unspecified) | 0.3 | 0.9 | 2.6 | 0.8 | -2.6 | -1.6 | -4.4 | -1.1 | / | -3.8
COc1cccc2cc(C(=O)C3=C(O)C(=O)N(c4cc(C)on4)C3c3cccs3)oc12 (stereo unspecified) | -0.4 | -6.2 | -54.6 | 0.3 | 11.2 | 18.8 | -10.7 | -146.6 | 4.0 | -13.0
Cc1c(Cl)cccc1NC(=O)c1cccc(OC(F)F)c1 | -0.1 | 3.7 | 5.6 | -1.7 | 0.6 | 0.4 | -1.8 | -3.0 | -2.8 | 0.6
COc1ccc(-c2cn3cccnc3n2)cc1NC(=O)CC(C)C | -0.7 | -18.0 | 0.3 | 1.8 | -0.3 | -0.4 | -5.9 | 2.9 | -4.4 | 3.8
COc1ccc(C2=Nn3c(nnc3-c3ccccc3OC)SC2)cc1OC | -0.9 | -9.8 | 2.1 | 3.0 | 3.4 | 0.6 | -12.1 | -1.0 | -17.8 | 8.3
Cc1cc(N)n(Cc2cccs2)n1 | -0.6 | -0.5 | 11.8 | 0.4 | 0.8 | -0.6 | -1.4 | 7.3 | -6.0 | -19.1
CN1CCN(C2CN(C3CCCC3)S(=O)(=O)C2)CC1 (stereo unspecified) | -1.7 | 2.4 | 11.0 | -0.3 | 0.7 | 1.1 | -14.0 | -5.0 | / | 5.1
CC1CN(C(=O)c2ccc(Oc3ccccc3)cc2)CC(C)O1 (stereo unspecified) | 0.1 | -0.3 | 2.1 | 0.9 | 1.7 | 0.8 | -0.4 | 5.7 | -1.5 | 1.3
Cc1ccccc1C(=O)Nc1ccc(N2CCOCC2)nc1 | -0.1 | 3.2 | -10.3 | 0.7 | 0.7 | -0.7 | -0.3 | -6.0 | -4.0 | -1.0
O=C1C2C(c3ccccc3)C=CC(c3ccccc3)C2C(=O)N1C1CCCCC1 (stereo unspecified) | -0.5 | -2.9 | 15.6 | -0.1 | 1.8 | 2.2 | -3.5 | 11.1 | -7.3 | -2.0
COc1cc(NC(=O)c2cccs2)c(C(=O)OCC(=O)NC(=O)NC(C)(C)C)cc1OC | -0.5 | -0.4 | 14.2 | -1.0 | -0.3 | 3.4 | -2.5 | 2.1 | -11.7 | -13.2
O=C(Cn1cnc2ccccc2c1=O)c1ccccc1 | 0.1 | -0.1 | 0.6 | 0.6 | -2.8 | -0.9 | -0.1 | -6.1 | -4.3 | 0.8
